FXN GAA850 act = FXN promoter activators, primary screen, cell-based, luciferase luminescence, HEK293 lucGAA850; HEK293 lucGAA850 FXN promoter luciferase reporter, 24 h; percent of 10 µM SAHA response; activation, % at 6 µM; 360,000 tested, 0.56% active;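 active means activation above the average of all compounds screened plus 3 SD, cutoff fixed separately per campaign, cut at about 7.5% in these data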;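 further: 0% = DMSO wells and 100% = 10 µM SAHA wells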
DAX1 inh-1 = DAX1 (NR0B1) inhibitors, primary screen, cell-based, HEK293, Gal4-DAX1, luciferase luminescence | 340,000 tested, 0.99% active | AID 504766, 2011 | HEK293 Gal4-DAX1 luciferase reporter | inhibition, % at 6.75 µM | Nuclear receptor subfamily 0 group B member 1 (Homo sapiens), P51843;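 active means inhibition above the mean over all tested compounds plus 3 SD, cut at about 4.2% in these data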;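 further: 0% = DAX1-transfected cells with DMSO and 100% = empty-vector control cells with DMSO; inhibition shows as a rise in luminescence from relieved DAX1 repression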
hgDAF-12 ag = H. glycines DAF-12 receptor agonists, primary screen, cell-based, luminescence, HEK293, GAL4 fusion, UAS-luciferase. Nuclear hormone receptor DAF-12 (Heterodera glycines), GAL4 fusion. HEK293 GAL4-hgDAF12 UAS-luciferase reporter, agonist luminescence; normalized to butyrate control. activation, % at 6.8 µM. 370,000 tested, 1.8% active. AID 687014, 2013;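 active means activation above a cutoff set at the mean of all screened compounds plus 3 SD, cut at about 10% in these data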;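 further: 0% = DMSO wells and 100% = sodium butyrate wells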
ssDAF-12 act = S. stercoralis DAF-12 nuclear receptor activators, primary screen, cell-based, luminescence, HEK293, GRIP1 co-expression, lit1-tk-luc. Nuclear hormone receptor DAF-12 (Strongyloides stercoralis). HEK293 ssDAF-12/GRIP1 lit1-tk-luc reporter; % of 3 µM dafachronic acid response. activation, % at 6.8 µM. 370,000 tested, 1% active. AID 652126, 2013;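 active means activation above the mean over all tested compounds plus 3 SD, cut at about 0.9% in these data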;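 further: 0% = DMSO-only wells and 100% = 3 µM delta7-dafachronic acid wells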
NPR1 activator = GC-A stimulated cGMP production enhancers – HEK293 GC-A cells, cGMP TR-FRET, EC30 ANP, primary screen | Atrial natriuretic peptide receptor 1 (Homo sapiens), P16066 | 0% at EC30 ANP, 100% saturating ANP | activation, % at 10 µM | 370,000 tested, 0.14% active; in the data active means activation above about 40%
hcDAF-12 act = H. contortus DAF-12 nuclear receptor activators, primary screen, cell-based, luminescence, HEK293, lit1-tk-luc reporter; HEK293 hcDAF-12 lit1-tk-luc reporter; 0% DMSO, 100% Δ7-dafachronic acid; activation, % at 6.8 µM; 370,000 tested, 1.4% active;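 active means activation above the mean of all tested compounds plus 3 SD, cut at about 5.5% in these data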;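 further: 100% = response to 3 µM Δ7-dafachronic acid high control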
DAX1 inh-2 = DAX1 (NR0B1) inhibitors on StAR promoter, primary screen, cell-based, luminescence, SF-1 (NR5A1), full-length DAX-1 | HEK293T StAR-luciferase reporter, SF-1/DAX-1 repression relief | AID 652010, 2013 | 370,000 tested, 1.1% active | inhibition, % at 6.8 µM;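 active means inhibition above the mean over all tested compounds plus 3 SD, cut at about 3.6% in these data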;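 further: 0% = DAX-1 cells with DMSO and 100% = cells lacking DAX-1 with DMSO; higher inhibition means more luminescence from relief of DAX-1 repression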
ADAM10 inh = human ADAM10 inhibitors, primary screen, biochemical, QFRET, HTS. 370,000 tested, 0.62% active. AID 720582, 2013. recombinant ADAM10, EDANS/DABCYL FRET peptide cleavage, 3 h. inhibition, % at 7 µM. Disintegrin and metalloproteinase domain-containing protein 10 (Homo sapiens), O14672;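 active means inhibition above a per-campaign cutoff equal to the mean of compounds falling between control-based bounds plus 3 SD, cut at about 20% in these data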;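 further: 0% = DMSO wells while the 100% control is not disclosed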
SMARCA2 act = SMARCA2 (BRM) function activators, primary screen, cell-based, luminescence, high throughput; MG213 cells, MMTV-luciferase reporter, dexamethasone, overnight; activation, % at 9.1 µM; 370,000 tested, 1% active; in the data active means activation above about 7.8%;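 further: 0% = vehicle wells and 100% = reference activator wells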
HGIII-sPLA2 inh = human group III sPLA2 inhibitors, primary screen, biochemical, QFRET, BODIPY PC-A2 liposome substrate; Group 3 secretory phospholipase A2 (Homo sapiens), Q9NZ20; QFRET BODIPY PC-A2 liposome hydrolysis, fluorescence; inhibition, % at 12.2 µM; 370,000 tested, 0.56% active; AID 743126, 2013;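 active means inhibition above mean plus 3 SD of compounds lying within the high and low control bounds, cut at about 19% in these data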;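 further: 0% = median of test compound wells and 100% = no enzyme DMSO wells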
NPR2 activator = human GC-B receptor activators, primary screen, HEK293 GC-B cells, cGMP TR-FRET, EC30 CNP; 370,000 tested, 0.11% active; AID 1920062, 2024; activation, % at 10 µM; Atrial natriuretic peptide receptor 2 (Homo sapiens), P20594; 0% at EC30 CNP, 100% saturating CNP;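 active means activation at 10 µM reaching about 35% in either raw or pattern-adjusted values, limit read from the data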
Target sequence (P20594 whole entry, looked up): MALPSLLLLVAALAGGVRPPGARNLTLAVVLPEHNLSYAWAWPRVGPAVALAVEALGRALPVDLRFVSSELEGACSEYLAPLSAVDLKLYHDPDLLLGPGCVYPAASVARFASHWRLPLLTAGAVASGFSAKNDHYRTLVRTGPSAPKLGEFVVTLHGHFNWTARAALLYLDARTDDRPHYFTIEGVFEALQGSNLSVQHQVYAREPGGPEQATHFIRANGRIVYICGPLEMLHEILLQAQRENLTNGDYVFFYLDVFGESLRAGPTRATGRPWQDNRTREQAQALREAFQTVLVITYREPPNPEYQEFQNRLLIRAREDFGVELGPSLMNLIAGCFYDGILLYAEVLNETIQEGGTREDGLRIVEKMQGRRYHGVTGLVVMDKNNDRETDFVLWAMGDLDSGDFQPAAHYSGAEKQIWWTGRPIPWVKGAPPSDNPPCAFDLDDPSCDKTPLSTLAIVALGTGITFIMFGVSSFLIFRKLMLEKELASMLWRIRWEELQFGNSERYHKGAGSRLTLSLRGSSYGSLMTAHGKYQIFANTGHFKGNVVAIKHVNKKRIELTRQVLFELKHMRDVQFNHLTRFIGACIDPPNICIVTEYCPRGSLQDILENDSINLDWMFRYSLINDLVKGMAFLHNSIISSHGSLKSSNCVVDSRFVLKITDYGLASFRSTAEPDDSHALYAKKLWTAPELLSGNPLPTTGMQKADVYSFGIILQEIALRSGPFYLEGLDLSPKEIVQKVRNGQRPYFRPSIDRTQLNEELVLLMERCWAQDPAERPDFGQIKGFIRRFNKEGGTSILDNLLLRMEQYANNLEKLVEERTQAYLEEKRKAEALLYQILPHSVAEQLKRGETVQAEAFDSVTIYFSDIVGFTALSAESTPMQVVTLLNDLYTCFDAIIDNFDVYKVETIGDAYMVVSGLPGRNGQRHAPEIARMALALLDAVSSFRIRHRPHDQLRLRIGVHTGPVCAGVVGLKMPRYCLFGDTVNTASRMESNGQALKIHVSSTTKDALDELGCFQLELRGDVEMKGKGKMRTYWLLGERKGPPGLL
* = called active by the depositor; i = inactive; . = not tested or not shown.

Values run as follows: FXN GAA850 act, DAX1 inh-1, hgDAF-12 ag, ssDAF-12 act, NPR1 activator, hcDAF-12 act, DAX1 inh-2, ADAM10 inh, SMARCA2 act, HGIII-sPLA2 inh, NPR2 activator
- CC(C)CC(C(=O)O)N1C(=O)C2C3c4ccccc4C(c4ccccc43)[C@@H]2C1=O (some centres undefined)
    1.8, 1.2, 2.1, -1.7, 2, 0.1, -0.1, 2, 3, -11, 7
- COCCn1c(SCC(=O)NC2CCCC2)nnc1-c1ccncc1
    1.8, 1.4, 0.4, -0.9, -1, -0.3, 0.3, -3, -3, -8, 3
- CCOc1cc(/C=C2/SC(=Nc3ccccc3)N(Cc3cccnc3)C2=O)ccc1OCC#N
    5.2, 0.4, 0.0, -0.7, 16, -1.8, 0.2, -5, 2, -2, 6
- COc1cccc(OC)c1CN1CCCC(C(=O)c2ccccc2SC)C1 (centres undefined)
    -1.8, 1.0, 0.0, -1.3, -16, -1.6, -0.5, 2, -5, -6, -8
- CC(=O)Nc1ccc(NC(=O)COC(=O)c2ccc(Cl)nc2)cc1
    0.4, -0.7, 0.8, -1.2, 1, 2.1, -1.3, -5, -2, 5, 1
- O=c1[nH]c(SCc2cccc([N+](=O)[O-])c2)nc2[nH]ncc12
    2.7, -1.8, -3.0, -1.1, -3, -1.6, 0.1, -11, 1, -1, -2
- O=c1ncn(-c2ccccc2C(F)(F)F)c2ncccc12
    1.1, -0.5, -0.6, -0.3, 1, -0.4, -0.7, 2, -3, 1, 2
- O=C(O)c1ccc(-c2nnn(Cc3ccccc3F)n2)cc1
    0.1, 0.8, 1.3, -1.6, -1, -1.2, -0.1, 4, -4, 12, -2
- Cc1ccc(N(C(C)C(=O)Nc2ccc(S(=O)(=O)N3CCOCC3)cc2)S(C)(=O)=O)cc1C (centres undefined)
    0.2, -0.7, -3.3, -1.1, -1, -1.8, -0.5, 7, -1, -36, -3
- Cn1ccnc1SCC(=O)Nc1ccc([N+](=O)[O-])cn1
    -1.2, 1.2, -0.4, -1.0, 0, -1.2, -0.2, -12, -1, -2, 0
- CCN(CC)S(=O)(=O)c1cc(C(=O)N2CCc3ccccc32)ccc1Cl
    -3.8, -2.4, -2.9, -1.8, -1, -1.7, -1.7, -3, -1, 8, -1
- COc1ccccc1NC(=S)N(Cc1ccccc1)Cc1cccs1
    0.3, -1.0, 0.2, -1.0, -1, 0.3, 0.1, -7, -4, 1, 2
- Cc1ccc([C@H]2C[C@@H](n3cc(-c4ccc(F)cc4)nn3)[C@H](O)CN2C(=O)c2cccs2)cc1
    -1.2, 0.3, -1.3, -1.4, -1, 0.4, -0.3, 5, -4, -17, -7
- COc1ccc(/C=C/C(=O)OCC(=O)Nc2cc(C(F)(F)F)ccc2Cl)cc1
    2.8, 0.5, 0.6, -1.2, -9, 0.1, -0.5, 1, -5, 8, -9
- O=C(Nc1cccc(-c2csc(Nc3ccc(Cl)cc3)n2)c1)c1cccc(C(F)(F)F)c1
    0.8, -1.4, 2.2, -1.5, -2, -2.2, 0.5, 16, 1, 14, -5
- Cc1ccc(NC(=O)CN(C)CC(=O)N(C)Cc2ccccc2)cc1
    -1.0, 2.0, 1.5, -1.2, 3, 1.3, -0.4, -13, -3, 10, -8
- COc1cccc(C2Nc3cccc4cccc(c34)N2)c1
    0.8, 3.6, 1.2, -0.2, 9, 2.5, 0.6, -2, -5, 1, 3
- Fc1ccccc1OCCCCCCN1CCCC1
    2.4, -0.2, 1.4, -0.8, 4, -0.5, 0.7, -8, 1, -2, 0
- C/C(CCc1ccc2c(c1)OCO2)=N\NC(=O)c1ccccc1Cl
    0.8, 1.5, 1.6, -1.2, 0, 2.7, 1.1, 2, 1, 0, 2
- CCn1c(CSc2nnc(C)n2-c2ccccc2)nc2cc(S(=O)(=O)N(C)C)ccc21
    -2.4, -0.6, 3.5, -1.3, 3, 0.6, -0.8, -6, -2, -1, 2
- COc1ccccc1C(=O)NCC(=O)N/N=C/c1ccncc1
    0.6, 1.4, -0.8, -1.2, -1, -1.4, -0.6, -4, 0, 2, -2
- CC(C)(C)OC(=O)N1CCC(NC(=O)c2nc[nH]c2C(=O)NC2CCN(C(=O)OC(C)(C)C)CC2)CC1
    -3.8, -0.3, 0.1, -1.4, -4, -2.0, 3.1, -6, 1, -5, -4
- Cc1ccc2nc(NS(=O)(=O)c3cn(C)nc3C)sc2c1
    0.8, -0.1, 0.2, -0.7, 4, 1.7, -0.3, -7, -1, -7, 0
- Cc1cccc(OCC(=O)Nc2cc(NC(=O)COc3cccc(C)c3)cc(C(=O)O)c2)c1
    1.1, 0.8, -0.9, -1.1, -4, -1.3, 0.1, 8, 4, -28, -1
- COc1ccc(/C=C/C(=O)OCC(=O)Nc2cc(S(=O)(=O)N(C)C)ccc2Cl)cc1
    -0.8, 0.7, 4.4, -1.3, 0, -0.3, 0.3, 0, -1, -2, 1
- CCO/N=C/C(=O)Nc1ccc(F)cc1F
    2.5, -1.2, 1.6, -0.5, 2, -1.8, 0.0, -8, -1, 6, 1
- C=CCCCCCCCC(=O)OC
    -1.8, -0.8, 1.6, -1.2, -2, 1.0, 0.8, -17, -4, 13, 2
- O=C(CSc1nnc(COc2ccccc2)n1-c1ccc(Cl)cc1)Nc1ccc2c(c1)OCO2
    ., ., -1.3, -0.9, -15, -0.2, -0.9, -3, -7, -15, -6
- COCC1CCCCN1C(=O)c1cc(COc2ccc3ncccc3c2)on1 (centres undefined)
    -5.0, -4.7, -7.2, -1.7, 1, -6.3, -1.3, -20, -5, 6, 1
- COc1ccc(CC(N)c2csc(NC(=O)c3cc(C(C)(C)C)oc3C)n2)cc1 (centres undefined)
    0.6, ., 6.8, -1.1, -1, -1.0, -1.0, 7, 1, 8, 6
- COc1cc(-c2nnn(CC#N)n2)ccc1OCc1ccccc1
    2.4, -1.1, 2.3, -0.8, 6, 0.0, 0.1, 4, 2, -31, -2
- Cc1ccc(C(=O)N/N=C2/NC(=O)CC(C(=O)Nc3ccccc3)S2)cc1 (centres undefined)
    0.9, -1.3, -2.9, -1.1, 1, 0.8, -0.1, -2, 0, -8, -5
- CC(C)c1ccc(N(CC(=O)Nc2ccc(S(=O)(=O)N3CCOCC3)cc2)S(C)(=O)=O)cc1
    0.7, 1.2, -2.6, -0.9, 0, -0.8, 0.4, 13, -2, -47, 5
- COc1ccc(-c2oc3ncnc(NCCCN(C)C)c3c2-c2ccc(OC)cc2)cc1
    1.7, 1.2, -0.9, -1.1, 16, -2.0, -0.4, i, 0, -12, 2
- O=c1ccc(Cl)n[nH]1
    -1.2, 0.9, 3.0, -1.2, 4, 0.4, 0.2, -5, -3, 12, 3
- C=CCNC(=S)N1CCC(C(=O)c2ccc(F)cc2)CC1
    -1.4, -0.8, 0.9, -0.9, 2, -1.2, -0.3, 3, -2, 8, 3
- C=CCn1c(SCC(=O)NCC(c2ccccc2)N(C)C)nnc1C1CCCCC1 (centres undefined)
    0.6, 0.3, 0.8, -0.7, 0, -0.2, 1.3, -9, -1, 0, 2
- CC(=O)Nc1ccc(NC(=O)C2CCCCC2C(=O)O)cc1 (centres undefined)
    -0.3, 1.1, -1.2, -1.7, -3, -1.0, 0.0, -9, -2, 3, 3
- COc1ccccc1NS(=O)(=O)c1ccc(-c2cc(C)no2)s1
    -2.7, -0.8, 1.5, -1.1, -5, -2.3, -1.2, 0, 0, -3, -1
- Cc1ccc(NC(=O)C2(NC(=O)c3cccc(N4C(=O)CSC4c4ccccc4)c3)CCCCC2)cc1 (centres undefined)
    -17, -0.5, -1.8, -1.2, -1, -2.9, -0.6, 15, 2, -32, 7
- O=C(CCC(=O)c1cccs1)OCc1nnc(-c2ccccc2)o1
    0.9, 1.3, -0.1, -0.9, 0, -2.7, -0.3, 3, 5, -2, 1
- COC(=O)[C@]1(CNC(=O)C(C)(C)C)CC(=O)N(C)[C@@H]1c1ccccc1
    ., ., -3.2, -1.4, 4, -0.5, 0.2, -3, -2, 3, 0
- Cc1ccc(CNS(=O)(=O)c2cccc3nsnc23)cc1
    1.0, 1.0, -2.8, -2.1, -3, -0.9, 1.3, -2, -1, 1, -1
- Cc1ccsc1C(=O)N1CCN(C(=O)c2ccco2)CC1
    1.4, 0.5, -1.8, -1.5, 1, 0.0, 1.4, 5, 2, 2, 4
- O=C(Nc1nc2nccc(-c3ccccc3)n2n1)C(Cl)(Cl)Cl
    3.9, 1.6, -0.8, -0.6, -3, 0.7, 0.7, i, 2, 6, -2
- c1ccc(-c2ccncn2)cc1
    -0.5, 0.2, 0.8, -0.5, 3, 0.1, 1.0, 3, -4, 1, -3
- Cc1cc(=O)oc2cc(OCC(=O)Nc3ccc(CN4CCOCC4)cc3)c(Cl)cc12
    1.1, -0.5, -1.2, -1.6, 5, -1.6, 1.2, -15, 0, 2, -1
- COc1ccc(C(O)c2nc(-c3cccc(F)c3)cs2)cc1 (centres undefined)
    2.2, ., -0.3, -1.2, 2, -0.5, -0.5, 18, -3, -25, 2
- Cc1cc(C(=O)CSc2nnc(-c3cccnc3)n2-c2ccccc2F)c(C)n1C
    0.0, 1.1, -2.2, -1.3, 0, -2.4, -0.5, -11, -2, -3, 2
- CCC(CC)c1nnc(NC(=O)CC(C)c2ccccc2)s1 (centres undefined)
    1.1, -1.6, 0.1, -1.0, 13, -1.3, -0.1, -6, 0, -2, 1
- CCOc1ccc(CNC(=S)N/N=C\c2ccc([N+](=O)[O-])cc2)cc1
    1.6, 2.0, -0.1, -1.0, -2, -0.1, -0.4, -6, 2, -2, -6
- CCCCCCSc1ccc([C@@H]2[C@H]3C(=O)N(CC)C(=O)[C@H]3[C@]3(C(=O)OC)CCCN23)cc1
    -0.9, 0.5, 1.2, -1.5, 2, 1.2, -0.2, 5, 0, -4, 5
- Cc1ccc(Cl)cc1N1CCN(C(=O)C(=O)N2CCCCC2)CC1
    1.3, -1.2, -2.0, -1.7, -2, -2.8, 0.1, 4, -2, 3, -5
- COc1ccc(CNC(=O)C(OC(=O)c2ccco2)c2ccccc2)cc1 (centres undefined)
    0.2, -0.2, 0.2, -1.1, -6, 0.6, -0.3, -5, -1, -4, -2

A few values from the entries so far.
FXN GAA850 act with `O=C(Nc1nc2nccc(-c3ccccc3)n2n1)C(Cl)(Cl)Cl` reads 3.9
ADAM10 inh with `COc1ccccc1NS(=O)(=O)c1ccc(-c2cc(C)no2)s1` reads 0

Compound activity deposited in PubChem BioAssay by several laboratories.
